# SRC1 TRFRET art: TR-FRET detection interference compounds, primary screen, artefact control for PPARgamma SRC-1 recruitment agonists, biochemical, TR-FRET emission ratio; TR-FRET detection artefact counter-screen; active compounds read high; TR-FRET ratio at 8 µM; 99,000 compounds, 0.34% hits; AID 1051, 2008; in the data active means TR-FRET ratio above about 2300; further: inactives centre near 1800
# SRC3 TRFRET art: TR-FRET detection interference compounds, artefact control for PPARgamma SRC-3 recruitment agonists, biochemical, TR-FRET ratio | TR-FRET artefact counter-screen, PPARgamma/SRC-3 format; active compounds read high | TR-FRET ratio at 8 µM | 99,000 compounds, 0.39% hits; in the data active means TR-FRET ratio above about 2000; further: inactives centre near 1600
# The depositor's hits bear a star.
SMILES,SRC1 TRFRET art,SRC3 TRFRET art
O=C(Nc1ccc(-c2nc3ccccc3s2)cc1)C1=COCCO1,1704,1734
Cc1cc(NC(=O)C2CCC2)n(-c2ccccn2)n1,1628,1407
O=C(COC(=O)/C=C/c1ccccc1)Nc1cc(C(F)(F)F)ccc1N1CCOCC1,1842,1756
Cc1cc(-c2n[nH]c(=S)n2/N=C/c2cc([N+](=O)[O-])ccc2Cl)n[nH]1,1962,1639
COc1cccc(/C=C/C(=O)NCc2cn3cc(Cl)ccc3n2)c1OC,1862,1510
CCOc1ccc(N(C(=O)c2cnsn2)C(C(=O)NC2CCCCC2)c2ccncc2)cc1 (centres undefined),1772,1601
CCOC(=O)/C(=N/Nc1ccccc1)Sc1nnnn1-c1ccc(C)cc1,1841,1695
O=C(O)c1ccccc1-c1ccccc1C(=O)NNc1ccccc1,1758,1704
O=[N+]([O-])c1ccc(NCc2ccccn2)nc1,1975,1609
OCC1CCCN(c2nc(CN3CCCCC3)nc3scc(-c4ccccc4)c23)C1 (centres undefined),2016,1627
Cc1ccc(S(=O)(=O)Nc2cccc3c2CCCC3)cc1,1525,1533
CCCCc1cn([C@@H](CCCCN)C(=O)N2CCNCC2)nn1,1615,1620
CC(C)Cn1c(N)cc(=O)n(C)c1=O,1738,1576
Cc1ccsc1/C=N\Nc1cn[nH]c(=O)c1Cl,1657,1289
COC(=O)c1cn(CC(=O)Nc2ccc(F)cc2)c2ccccc12,1560,1363
CCOC(=O)c1cc(-c2ccc(Cl)cc2)nc2c1c(=O)[nH]c(=O)n2CCOC,1873,1666
Cc1ccc(SCC(=O)NCC(C)C)cc1,1712,1538
COC(=O)Nc1ccccc1C(=O)N1CCN(c2ccc(C)cc2)CC1,1508,1754
C=CCn1c(Cc2ccccc2)nnc1SCc1nc2ccccc2c(=O)[nH]1,1620,1679
O=C(CN1CCOc2ccccc21)N1CCCC1,1904,1783
CN(C)c1ccc(N/C=C/C(=O)C(F)(F)F)cc1,2315*,2072*
CCN(CC)C(=O)CSc1nc2cc3c(cc2c(=O)n1Cc1ccc2c(c1)OCO2)OCO3,1682,1326
COc1ccc(N2C(=O)CC(N(CCc3ccc(OC)c(OC)c3)C(=S)Nc3ccccc3)C2=O)cc1 (centres undefined),1564,1547
O=C(COC(=O)Cn1cnc2ccccc21)NCc1ccc(F)cc1,1815,1704
COc1ccc(Nc2nc(-c3c(C)nc4ncccn34)cs2)cc1,1696,1733
# The results go on:
SMILES,SRC1 TRFRET art,SRC3 TRFRET art
O=C(c1cn(-c2ccccc2)nc1-c1ccc(F)cc1)N1CCOCC1,1714,1833
CN(CCc1cnn(C)c1)C(=O)CCc1nnc(CCCc2ccccc2)o1,1801,1753
CCOC(=O)C(NC(=O)Nc1ccc(C(N)=O)cc1)(c1ccccc1)C(F)(F)F (centres undefined),1667,1317
O=C(Nc1nc2c(s1)CCCC2)c1cc(-c2ccccc2)nc2ccccc12,1545,1361
Cc1cccc(OCCCC(=O)Nc2nc3ccccc3[nH]2)c1,1841,1570
C1COCCNCCOCCOCCOCCN1,1612,1470
CNC(=S)Nc1cc(C(=O)N2CCCC2)ccc1N1CCCC1,1922,1787
Cc1ccc(CNC(=O)CNC(=O)c2c(C)nn(C)c2Cl)cc1,1744,1603
COc1ccc(S(=O)(=O)N2CCCCCC2)cc1NC(=O)Cc1ccccc1,1743,1586
CC(C)(CO)NCc1cccs1,1554,1496
COC(=O)CSC1=C(C#N)C(c2ccc(C)o2)CC(=O)N1 (centres undefined),2076,1605
O=C(CCCN1C(=O)/C(=C\c2cccs2)SC1=S)Nc1cccnc1,1974,1548
O=C(O)c1ccccc1-c1cn2cc(Cl)ccc2n1,2088,1817
CCn1cc([N+](=O)[O-])c(C(=O)Nc2ccn(Cc3ccccc3)n2)n1,1777,1694
COc1cc(C2C(C#N)=C(N)Oc3n[nH]c(-c4cccs4)c32)cc(OC)c1O (centres undefined),1808,1711
CN1C(=O)CC(Nc2cccc3cccc(N)c23)C1=O (centres undefined),1569,1436
Nc1cc(OC(=O)c2ccccc2Br)nn1S(=O)(=O)c1ccccc1,1792,1730
CC(C)NCC#CCOc1ccc(Cl)cc1,1757,1533
CC(C)(C)NS(=O)(=O)c1ccc(/C=C/C(=O)O)cc1,1641,1724
CCOc1cc(C=O)cc(Br)c1OCC(N)=O,1725,1478
Cc1c(NC(=O)c2cccnc2C(=O)O)cccc1C(=O)O,1973,1569
COc1ccc(CC(=O)NCc2nc(-c3ccccc3)no2)cc1,1763,1586
Cc1cccc(N=C(NO)c2nonc2N)c1,1809,1571
CC(=O)N(c1ccccc1)c1nc(/C=C/C(=O)Nc2c(C)cc(C)cc2C)cs1,1630,1319
COc1ccc(NC(=S)N2CCCCCC2)cc1OC,1869,1692
# Next section
SMILES,SRC1 TRFRET art,SRC3 TRFRET art
Cn1c(=O)c2c(nc(NCc3cccnc3)n2Cc2ccccc2Cl)n(C)c1=O,1925,1512
O=C(COc1ccc(Cl)cc1[N+](=O)[O-])N/N=C/c1cccs1,1780,1583
Cc1ccc(-n2c(=O)c3ccc(C(=O)NCc4ccco4)cc3n(Cc3ccccc3C#N)c2=O)cc1,1826,1341
CCC(c1nnnn1C1CCCC1)N1CCN(C(=O)c2ccco2)CC1 (centres undefined),1636,1576
NC(=O)[C@@H]1CCCN1Cc1nc(-c2ccc(C(F)(F)F)cc2)no1,1628,1718
O=C(COC(=O)c1ccc2c(c1[N+](=O)[O-])C(=O)c1ccccc1C2=O)NC1CC1,1726,1635
Cc1ccc2c([N+](=O)[O-])cccc2n1,1802,1674
N#C/C(=C\c1ccccc1C(F)(F)F)C(=O)Nc1ccccc1,1735,1546
Cc1nn(-c2ccccn2)c2c1C(c1c(F)cccc1Cl)C1=C(N2)c2ccccc2C1=O (centres undefined),1949,1672
CCCCc1nc(SCC(=O)Nc2nnc(CCCC)s2)n[nH]1,1904,1436
CC(=O)Nc1ccc(NC(=O)C2(C)CC2(Cl)Cl)cc1 (centres undefined),1835,1338
O=C(C1CCCCN1S(=O)(=O)c1ccccc1[N+](=O)[O-])N1CCCC1 (centres undefined),1641,1389
COc1ccc(NC(=O)Cn2cnc3sc(C)c(S(=O)(=O)N4CCOCC4)c3c2=O)c(OC)c1,1636,1435
CCN1CCN(C(=S)c2ccc(O)cc2)CC1,2087,1593
CCN1CCN(C(c2ccccc2)c2nnnn2Cc2ccc(OC)cc2)CC1 (centres undefined),1849,1664
CCC(=O)/C=C1/Sc2ccc(OC)cc2N1CCO,1928,1436
NC(=O)/C=C\c1cn(-c2ccccc2)nc1-c1ccc2c(c1)OCCO2,2040,1599
CSCCC(NS(=O)(=O)c1ccc2c(c1)oc(=O)n2C)C(=O)NC1CCC(C)CC1 (centres undefined),2002,1655
COc1ccccc1/C=C1\CCCC2=C1Nc1nnnn1C2c1ccccc1OC (centres undefined),1571,1455
COc1ccccc1N(CC(O)COc1c(C)cc(C)cc1C)S(=O)(=O)c1ccccc1 (centres undefined),2065,1437
Cc1cc(C)c(OCC(=O)Nc2ccc(NC(=O)c3ccco3)cc2)c([N+](=O)[O-])c1,1791,1610
COCC1CCCN(Cc2nc(Cc3ccccc3)no2)C1 (centres undefined),1386,1194
CCC(C)NC(=O)Nc1ccc(Br)cc1Cl (centres undefined),1560,1472
O=C(NCCO)C1CCN(C(=O)c2ccc(-c3ccccc3)cc2)CC1,1642,1515
N#Cc1ccc(NC(=S)Nc2ccccc2)cc1,1943,1699

# 2 entries from above, set out differently:
# Each structure is followed by: SRC1 TRFRET art	SRC3 TRFRET art
Cc1ccc2c([N+](=O)[O-])cccc2n1
  1802	1674
N#C/C(=C\c1ccccc1C(F)(F)F)C(=O)Nc1ccccc1
  1735	1546

# Of the compounds above, 8 contain a nitro group on carbon:
SMILES,SRC1 TRFRET art,SRC3 TRFRET art
Cc1cc(-c2n[nH]c(=S)n2/N=C/c2cc([N+](=O)[O-])ccc2Cl)n[nH]1,1962,1639
O=[N+]([O-])c1ccc(NCc2ccccn2)nc1,1975,1609
CCn1cc([N+](=O)[O-])c(C(=O)Nc2ccn(Cc3ccccc3)n2)n1,1777,1694
O=C(COc1ccc(Cl)cc1[N+](=O)[O-])N/N=C/c1cccs1,1780,1583
O=C(COC(=O)c1ccc2c(c1[N+](=O)[O-])C(=O)c1ccccc1C2=O)NC1CC1,1726,1635
Cc1ccc2c([N+](=O)[O-])cccc2n1,1802,1674
O=C(C1CCCCN1S(=O)(=O)c1ccccc1[N+](=O)[O-])N1CCCC1 (centres undefined),1641,1389
Cc1cc(C)c(OCC(=O)Nc2ccc(NC(=O)c3ccco3)cc2)c([N+](=O)[O-])c1,1791,1610

# The list goes on:
SMILES,SRC1 TRFRET art,SRC3 TRFRET art
COc1ccc(-c2cn(-c3ccc(SC(F)F)cc3)c3[n+]2CCC3)cc1OC,1878,1477
Cc1ccc(S(=O)(=O)Nc2ccccc2/C=N/c2nc3ccccc3n2C(C)C)cc1,1798,1537
CN(CCc1cnn(C)c1)Cc1cn(C)nc1-c1ccc2c(c1)OCCO2,1547,1495
CCCn1nc(C(=O)OCC(=O)c2c(N)n(C)c(=O)n(C)c2=O)c2ccccc2c1=O,1782,1696
C[C@H]1CC[C@@]2(O[C@H](CCO)C[C@@H](O)[C@@H]2O)O1,1885,1559
CCN1CCN(C(=O)c2ccc(CN(c3ccc(C)c(C)c3)S(C)(=O)=O)cc2)CC1,1772,1691
C[C@@H](C(=O)OCC(=O)Nc1cc(S(=O)(=O)N2CCOCC2)ccc1Cl)N1C(=O)C2CCCCC2C1=O (some centres undefined),1727,1645
O=C(NNC(=S)NC(=O)c1sc2ccccc2c1Cl)c1ccc(Cl)cc1,1569,1471
CCN(CC)CCNC(=O)c1ccc(Sc2ccc(C)cc2)c(NC(C)=O)c1,1994,1354
COc1ccc(C(=O)Nc2ccccc2N2CCOCC2)cc1[N+](=O)[O-],1731,1526
CCNS(=O)(=O)c1ccc(CCC(=O)NCc2ccc(C)cc2)cc1,1501,1522
COc1ccc(-c2nn(CCC#N)cc2/C=N/O)cc1OC,1912,1690
O=C(Nc1ccccc1)c1ccc(F)c(S(=O)(=O)N2CCOCC2)c1,1725,1522
Cc1cc(C)c(S(=O)(=O)/N=C2/C=C(Sc3ncn[nH]3)C(=O)c3ccccc32)cc1C,1713,1413
COc1ccc(C2CC(c3cccs3)=NN2c2nc(C)c(C(C)=O)s2)cc1OC (centres undefined),1637,1358
COc1cc(-c2nnc(-c3ccco3)o2)ccc1OCc1ccccc1,1823,1516
CCC(=O)N1CCN(CCN=CC2=C(O)CC(c3ccc(OC)cc3)CC2=O)CC1 (centres undefined),1756,1484
Cn1cc(C(=O)NCc2cccs2)c(=O)c2cc(S(=O)(=O)N3CCCC3)ccc21,1860,1471
Cc1cc(OC(=O)Cc2cccc3ccccc23)c([N+](=O)[O-])c(=O)[nH]1,1598,1403
COc1ccccc1/C=C(\NC(=O)c1ccc(OC)c(OC)c1)C(=O)Nc1cc([N+](=O)[O-])ccc1C,1644,1539
Cc1ccc(OCc2ccc(C(=O)NCc3cccnc3)cc2)cc1C,1985,1692
O=C(c1cnc2nc3ccccc3n2c1)c1cc(F)ccc1O,1817,1567
Cn1c(N)c(C(=O)COC(=O)CSc2ccc(Cl)cc2)c(=O)n(C)c1=O,1673,1744
O=C(NCc1ccccc1Cl)C1CCN(S(=O)(=O)N2CCOCC2)CC1,1939,1537
COc1ccccc1Nc1nc(Cl)c(C=O)s1,1858,1597
# Next section
SMILES,SRC1 TRFRET art,SRC3 TRFRET art
CCN(C(=S)Nc1cccnc1)c1ccccc1,1841,1628
Cc1ccc2[nH]c(=O)c(CN(Cc3cccs3)C(=S)NCC3CCCO3)cc2c1 (centres undefined),1830,1609
COc1ccc2[nH]c(C)c(CCNC(=S)Nc3ccccc3C)c2c1,1801,1589
CCOC(=O)CCCNC(=O)CSc1nc2ccc(OCC)cc2[nH]1,1732,1480
O=C(COC(=O)CCC(=O)c1ccc(F)cc1)Nc1cccc(S(=O)(=O)N2CCOCC2)c1,1767,1532
O=C(O)Cn1nnnc1SCC(=O)Nc1ccc(F)cc1F,1826,1577
CC(=O)c1cccc(N/C=C\c2nnnn2-c2ccc(F)cc2)c1,1754,1707
COc1ccc(C)cc1NC(=O)COC(=O)c1ccc(OCc2ccc(Cl)cc2Cl)c(OC)c1,1561,1458
O=C(CCn1c(=S)[nH]c2ccccc2c1=O)NCCc1ccc(Cl)cc1,1780,1741
NC(=S)N/N=C/C=C/c1ccccc1,1908,1465
COc1ccc2c(c1)C(=O)[C@@H](OC(=O)NCc1ccc3c(c1)OCO3)[C@H](c1ccc(OC)c(Br)c1)O2,1671,1476
C=CCN1C(=O)CN=C1Nc1ccc(F)cc1,1635,1590
Cc1onc(-c2c(F)cccc2Cl)c1C(=O)NC(=S)NCc1cccnc1,1659,1393
CN(C)S(=O)(=O)c1cccc(NC(=O)CCc2c[nH]c3ccccc23)c1,1927,1567
c1ccc(CN2C3=NCCN3c3ccccc32)cc1,1697,1563
C/C(CCN1CCCCc2nc(C)c(C)cc21)=N\O[C@@H](C)CN1CCCCc2nc(C)c(C)cc21,2001,1571
COc1ccc(-c2csc(NC(=O)COC(=O)c3ccco3)n2)cc1,1935,1353
Clc1ccc(SCCN2CCNCC2)cc1,1808,1639
CCCNCC(O)Cn1c2ccccc2n2c(=O)cc(C)c(C#N)c12 (centres undefined),1836,1602
C/C(CC(=O)Nc1cc(C)cc(C)c1)=N\NC(=O)c1ccccn1,2035,1653
Cc1ccc(S(=O)(=O)N(C)CCCC(=O)Nc2cccc3ccccc23)cc1,1920,1470
Cc1cc(F)ccc1S(=O)(=O)N(C(=O)c1ccncc1)c1ccc(OC(=O)c2ccncc2)cc1,1757,1681

# Four compounds out of the list, sorted by molar mass, ascending:
SMILES,SRC1 TRFRET art,SRC3 TRFRET art
c1ccc(CN2C3=NCCN3c3ccccc32)cc1,1697,1563
CCN(C(=S)Nc1cccnc1)c1ccccc1,1841,1628
C/C(CC(=O)Nc1cc(C)cc(C)c1)=N\NC(=O)c1ccccn1,2035,1653
O=C(COC(=O)CCC(=O)c1ccc(F)cc1)Nc1cccc(S(=O)(=O)N2CCOCC2)c1,1767,1532

# Screening results (PubChem BioAssay)

# This is a subset, so the mix of outcomes need not match the whole.
